# MEKK2mut PB1 HTS = signal of MEK5 binding to mutant human MEKK2 PB1 domain; percent response, % at 10 µM; hit rate 0.35% among 290,000; bead flow cytometry, Alexa488-MEK5 binding to MEKK2 mutant; in the data active means percent response above about 24%, passing the limit was not always enough; further: inactives centre near 1; some results filed as inactive read as strong as hits; reference of the scale not given here
# SUMO HTRF inh = inhibitors of human SUMOylation (UBC9) | P63279 | HTRF SUMOylation assay, SAE1/SAE2 + UBC9, in vitro | inhibition, % at 35 µM | hit rate 0.36% among 290,000; in the data active means inhibition above about 50%, passing the limit was not always enough; further: strong numbers were not always called active
# NALP1 inh = inhibitors of NALP1 inflammasome in yeast; AID 2071; hit rate 0.61% among 280,000; inhibition, % at 10 µM; S. cerevisiae NALP1/ASC/caspase-1 growth, X-gal OD620, 72 h; in the data active means inhibition mostly above about 24%, no sharp cut-off; inactive means mostly below about 32%; further: some compounds called inactive have numbers as strong as hits
# pCIP destab = p/CIP protein destabilization. Q05BA5. F442A p/CIP-EGFP cells, EGFP fluorescence, 16 h. hit rate 0.01% among 290,000. decrease of EGFP signal, % at 10 µM;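 active means EGFP signal decrease of at least 30% at 10 µM or well 3 SD below plate mean, unless failing retest; inactive means the rest, including hits failing retest or dose response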; further: some compounds called inactive have numbers as strong as hits; many of its hits are not listed in these tables
# Target sequence (Q05BA5 1-1403): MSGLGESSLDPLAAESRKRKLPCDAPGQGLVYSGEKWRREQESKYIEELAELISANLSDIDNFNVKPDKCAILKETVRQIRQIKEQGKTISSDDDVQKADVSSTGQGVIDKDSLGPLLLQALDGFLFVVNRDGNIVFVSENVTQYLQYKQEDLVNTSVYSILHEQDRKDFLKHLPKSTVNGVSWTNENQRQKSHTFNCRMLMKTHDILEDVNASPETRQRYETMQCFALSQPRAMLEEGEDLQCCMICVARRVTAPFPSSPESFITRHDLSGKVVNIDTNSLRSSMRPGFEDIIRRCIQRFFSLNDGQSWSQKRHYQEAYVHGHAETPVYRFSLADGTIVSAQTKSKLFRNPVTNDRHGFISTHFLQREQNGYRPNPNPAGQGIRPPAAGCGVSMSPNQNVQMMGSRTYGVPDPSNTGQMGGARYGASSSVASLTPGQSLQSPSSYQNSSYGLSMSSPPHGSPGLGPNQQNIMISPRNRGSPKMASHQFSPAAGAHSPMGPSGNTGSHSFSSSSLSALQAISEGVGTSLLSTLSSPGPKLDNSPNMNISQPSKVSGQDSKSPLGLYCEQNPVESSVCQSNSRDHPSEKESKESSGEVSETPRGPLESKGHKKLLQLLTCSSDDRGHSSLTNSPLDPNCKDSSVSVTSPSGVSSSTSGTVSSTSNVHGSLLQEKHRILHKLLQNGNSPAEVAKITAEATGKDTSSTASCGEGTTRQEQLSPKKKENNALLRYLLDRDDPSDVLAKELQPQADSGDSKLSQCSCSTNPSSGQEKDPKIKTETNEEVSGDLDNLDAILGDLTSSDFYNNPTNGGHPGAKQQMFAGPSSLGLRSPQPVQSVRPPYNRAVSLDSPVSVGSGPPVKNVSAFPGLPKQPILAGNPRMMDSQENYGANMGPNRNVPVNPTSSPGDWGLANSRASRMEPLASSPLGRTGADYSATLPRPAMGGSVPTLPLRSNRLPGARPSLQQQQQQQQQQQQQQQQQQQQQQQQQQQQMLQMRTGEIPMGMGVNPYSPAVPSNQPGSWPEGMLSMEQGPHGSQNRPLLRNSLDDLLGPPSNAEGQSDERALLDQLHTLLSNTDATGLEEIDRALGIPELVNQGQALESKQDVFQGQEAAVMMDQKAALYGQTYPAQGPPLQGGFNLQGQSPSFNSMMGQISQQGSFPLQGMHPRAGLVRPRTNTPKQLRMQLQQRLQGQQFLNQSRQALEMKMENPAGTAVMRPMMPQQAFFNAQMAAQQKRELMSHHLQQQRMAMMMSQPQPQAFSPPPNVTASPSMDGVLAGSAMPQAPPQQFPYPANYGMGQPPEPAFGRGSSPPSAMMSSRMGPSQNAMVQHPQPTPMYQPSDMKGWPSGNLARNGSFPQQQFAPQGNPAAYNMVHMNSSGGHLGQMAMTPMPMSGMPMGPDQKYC
# M18AAP inhibitor = blocks P. falciparum M18 aspartyl aminopeptidase; AID 1822; hit rate 1.2% among 290,000; inhibition, % at 7.35 µM; recombinant PfM18AAP, H-Glu-NHMec fluorogenic cleavage;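 active means inhibition above the campaign mean inhibition over all tested compounds plus 3 SD, cut at about 28% in these data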;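 further: 0% = plate median of test compound wells and 100% = 2 mM ZnCl2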
# IDE cell activ = activators of human insulin-degrading enzyme in cells; P14735; HEK cells, FAbeta-B cleavage, fluorescence polarization; 0% vehicle, 100% cell-free pure enzyme wells; activation, % at 5.96 µM; hit rate 0.073% among 340,000;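 active means activation above the mean of all tested compounds plus 3 SD, set per screening campaign, cut at about 17% in these data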
# MEKK2 WT-MEK5 = raises or lowers MEK5 binding to wildtype human MEKK2 PB1 domain | Q9Y2U5 | bead flow cytometry, Alexa488-MEK5 binding to MEKK2 WT; actives lie on both sides | binding response (% of control), % at 10 µM | hit rate 1.1% among 290,000 | AID 1531; in the data active means binding response below about 67% or above about 130%
# MEKK3 PB1 HTS = MEKK3-MEK5 PB1 interaction, increase or decrease | bead-based flow cytometry, Alexa488-MEK5 binding to MEKK3; actives lie on both sides; 0 = blocked by unlabeled MEK5, 100 = vehicle | hit rate 1.4% among 290,000 | binding response (% of control), % at 10 µM | AID 1529 | Q99759;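 active means binding response more than 3 SD above or below the average of its plate-row segment, actives on both sides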;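 further: Alexa488 bead fluorescence after subtracting the streptavidin-only scavenger bead signal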
# IDE cell inh = inhibitors of human insulin-degrading enzyme in cells; HEK cells, FAbetaB cleavage, fluorescence polarization; inhibition, % at 5.59 µM; hit rate 0.41% among 320,000;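 active means percent inhibition above the average of all tested compounds plus 3 SD, set per screening campaign, cut at about 16% in these data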;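 further: IDE supplied by intact live HEK cells; FP after avidin binding of uncleaved biotin substrate so inhibition keeps polarization high; 0% = DMSO wells and 100% = 60 µM reference IDE inhibitor Ii1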
# Starred values were filed as active, the others as inactive; · = not tested or not shown; & = joins results of further samples. An excerpt; rates above refer to the full screens.
IDE cell activ	MEKK2 WT-MEK5	NALP1 inh	M18AAP inhibitor	SUMO HTRF inh	pCIP destab	MEKK2mut PB1 HTS	IDE cell inh	MEKK3 PB1 HTS	structure
1	115	-8	0	12	-1	12	2	115	O=C(CN(C1CC1)S(=O)(=O)c1ccc(S(=O)(=O)N2CCCCCC2)cc1)Nc1ccccc1
2	101	27	3	34	-6	-2	6	103	COc1ccccc1S(=O)(=O)Cc1ccc(C(=O)NCc2cccs2)o1
-6	96	21	7	14	-20	-7	5	101	N#Cc1c(NC(=O)/C=C/C(=O)O)sc2c1CCN(Cc1ccccc1)C2
3	105	2	-4	-4	-4	3	2	104	C/C(=N\O)C(=O)NCCCNCCCN(C)C
2	91	7	-3	-1	4	-4	2	89	O=C(COc1ccccc1)NNC(=O)c1cccs1
2	99	36	-10	1	4	1	-3	100	O=C(NC1CCCCC1)C1CC(=O)N(c2cccc([N+](=O)[O-])c2)C1 (stereo not given)
3	93	-19	-3	-25	-8	-2	7	96	CC(=O)NC(=S)NNC(=O)C(c1ccccc1)c1ccccc1
-1	98	8	5	15	-6	-2	1	91	Cc1cc(=O)[nH]c(SCC(=O)Nc2ccc(C(=O)O)cc2)n1
2	107	26	27	-1	-14	4	-1	104	C=CCOc1ccc(/C=C2/C(=O)ON=C2C)cc1OCC
0	104	3	-6	10	3	-1	·	98	Cc1cc(N2CCOCC2)n2ncc(-c3ccccc3Cl)c2n1
-2	92	-7	-2	1	9	-8	11	94	CCOC(=O)CSc1nc2c(c(=O)[nH]c(=O)n2C)n1CCCc1ccccc1
2	113	2	-3	-6	-14	16	-1	105	CCOC(=O)c1cc(-c2ccccc2)sc1NC(=O)C(C)OC(=O)c1cccnc1OCC (stereo not given)
-3	105	4	4	-9	-6	5	2	99	O=C(CC1(O)C(=O)Nc2cc(Cl)cc(Cl)c21)c1ccncc1 (stereo not given)
-2	104	-10	12	23	-6	2	-1	103	CC1CCCCC1NCC(=O)Nc1ccccc1-c1ccccc1 (stereo not given)
1	104	-2	5	11	7	2	3	94	Cc1nc2ccc(Nc3ccncc3)cc2s1
1	87	9	-8	16	5	-9	0	95	C=CCNS(=O)(=O)c1ccc2c(c1)n(C)c(=O)n2C
-1	101	1	-2	·	-8	6	5	103	Cc1c(NS(=O)(=O)c2cccc(C(=O)O)c2)c(=O)n(-c2ccccc2)n1C
-3	104	4	-1	-1	12	14	3	102	O=C(NCCc1ccccc1)C1CCC(=O)N(Cc2ccc(Cl)cc2)C1 (stereo not given)
1	99	10	0	·	-12	2	-7	98	COc1ccc(-n2c(CNc3ccc(C)cc3)nnc2SCC(=O)Nc2nc(-c3ccccc3)cs2)cc1
0	105	26	-12	0	-6	-1	3	99	CCS(=O)(=O)N1CCc2nc(-c3ccccc3)sc2C1
-7	108	27	4	9	-12	-1	-2	103	CN1CCN(CCCNC(=O)c2ccc(Cn3c(=S)[nH]c4ccc(Br)cc4c3=O)cc2)CC1
6	103	8	2	-4	-2	4	6	99	Cc1nc(S(=O)(=O)c2ccc(Cl)cc2)c(N(C)C)o1
5	96	-5	2	8	1	-4	0	98	O=C(COc1ccc(Cl)cc1Cl)NCCCNC(=O)c1cnccn1
3	93	5	0	16	3	-2	1	85	COc1ccc(/C=N/NC(=O)C(C)Sc2ccccn2)cc1[N+](=O)[O-] (stereo not given)
3&5	274*	82*	3	-8	-1	56*	4	112	C(C#CCCCCCCCCC[n+]1ccccc1)#CCCCCCCCCC[n+]1ccccc1
4	100	10	-1	10	-4	-1	·	100	Cc1nc(NC(=O)c2ccc(Br)o2)ccc1Br
2	103	-5	1	7	9	2	-2	98	COc1ccc(CC(=O)N2CCN(c3ccccc3)CC2)cc1OC
2	99	4	3	3	-8	-1	0	98	O=c1[nH]c(=O)n(CCOc2ccc(Cl)cc2)cc1Br
-3	101	36	10	18	1	3	3	105	COc1ccc(NC2=C3CC(C)CC=C3N(c3ccc(OC)cc3)C2=O)cc1 (stereo not given)
2	114	0	-1	10	-3	9	-2	106	COc1ccc(OC(C)C(=O)NC2CCCCCC2)cc1 (stereo not given)
-6	104	1	-3	9	-15	1	3	102	CCOc1ccc(C(=O)NC(C(=O)NCCc2ccc(OC(F)F)cc2)C(C)C)cc1 (stereo not given)
4	90	2	-7	3	-7	-3	2	92	O=C(Nc1ccccc1-c1ccccc1)c1ccccc1
2	107	·	-3	-13	-3	1	4	127	N#C/C(=C\c1cccn1-c1ccccc1)C(=O)NC1CCCCC1
4	111	26	-4	10	-8	18	2	107	O=c1c(Cc2ccc(F)cc2)c(O)ccn1Cc1ccc(Cl)cc1Cl
1	97	0	-4	9	-16	-6	-5	106	COc1ccccc1CCc1nnc(CCC(=O)N(C)Cc2ccncc2C)o1
1	99	11	-1	2	13	-1	-8	104	COc1ccc(-n2c3c(c(=O)[nH]c2=O)C(NC(C)=O)(C(F)(F)F)C(=O)N3)cc1 (stereo not given)
9	105	35	2	-8	-15	11	-3	100	CN(C)c1ccc(P(=O)(Nc2ccc([N+](=O)[O-])cc2)N2CCOCC2)c(NC(=O)c2cccs2)c1 (stereo not given)
4	112	7	-101	19	-8	7	-1	108	O=C(c1sc2ccccc2c1Cl)N(Cc1ccco1)C1CCS(=O)(=O)C1 (stereo not given)
-3	110	18	-11	-12	-9	9	15	104	O=C(Nc1ncc(Cc2cccc(Cl)c2)s1)C1CCCO1 (stereo not given)
-1	71	16	-4	1	-1	-21	4	65	Cc1ccc(S(=O)(=O)N(C)c2ccc(OCC(=O)Nc3cccc(-n4cnnn4)c3C)cc2)cc1

# 4 entries out of the list, arranged by molecular weight, largest number first:
IDE cell activ	MEKK2 WT-MEK5	NALP1 inh	M18AAP inhibitor	SUMO HTRF inh	pCIP destab	MEKK2mut PB1 HTS	IDE cell inh	MEKK3 PB1 HTS	structure
9	105	35	2	-8	-15	11	-3	100	CN(C)c1ccc(P(=O)(Nc2ccc([N+](=O)[O-])cc2)N2CCOCC2)c(NC(=O)c2cccs2)c1 (stereo not given)
-1	71	16	-4	1	-1	-21	4	65	Cc1ccc(S(=O)(=O)N(C)c2ccc(OCC(=O)Nc3cccc(-n4cnnn4)c3C)cc2)cc1
-3	110	18	-11	-12	-9	9	15	104	O=C(Nc1ncc(Cc2cccc(Cl)c2)s1)C1CCCO1 (stereo not given)
2	107	·	-3	-13	-3	1	4	127	N#C/C(=C\c1cccn1-c1ccccc1)C(=O)NC1CCCCC1

# Next entries:
IDE cell activ	MEKK2 WT-MEK5	NALP1 inh	M18AAP inhibitor	SUMO HTRF inh	pCIP destab	MEKK2mut PB1 HTS	IDE cell inh	MEKK3 PB1 HTS	structure
3	·	-13	-4	2	4	·	4	·	CCC1=NN(C(=O)Cc2ccc([N+](=O)[O-])cc2)C(O)(C(C)(C)C)C1 (stereo not given)
4	97	23	-2	-4	-9	-4	5	92	O=C(COC(=O)CCCNC(=O)c1ccc(Cl)cc1)Nc1cc(Cl)ccc1Cl
5	104	·	-4	1	-14	6	6	104	COc1ccccc1NC(=O)C1CCC(CNc2c(N3CCCCC3)c(=O)c2=O)CC1 (stereo not given)
-2	110	-5	6	6	-11	6	0	109	Cc1cc2c(c(=O)n1Cc1cccnc1)C(c1cccs1)C(C#N)=C(N)O2 (stereo not given)
1	99	11	-3	15	-20	-1	5	99	CN(C)S(=O)(=O)c1ccc(Cl)c(C(=O)Nc2cccc3ncccc23)c1
1	99	25	-1	18	1	-1	4	96	O=c1cc(C(F)(F)F)[nH]c2c(C(F)(F)F)cccc12
-3	103	9	5	8	3	2	-5	105	O=C(N/N=C/c1cccc2ccccc12)c1cc(C2CC2)[nH]n1
2	103	10	-2	7	-17	5	-4	101	Cc1ccc(CN(C(=O)COc2ccc(Br)cc2)C2CCS(=O)(=O)C2)o1 (stereo not given)
-4	107	8	1	11	-2	7	6	101	CCOC(=O)C1CCCN(CCC(=O)Nc2ccccc2)C1 (stereo not given)
0	99	-3	4	17	-8	1	-3	102	O=C(COc1ccc2oc(-c3ccccc3)cc(=O)c2c1)NCc1ccco1
0	99	-43	-3	12	-12	-1	8	100	CSc1nnc(N2C(=O)C(O)=C(C(=O)c3ccc(C)o3)C2c2ccc(C)cc2)s1 (stereo not given)
4	93	22	6	-12	-6	-2	2	100	CCN1C(=O)[C@H]2[C@@H](c3ccc(C)cc3)N3C(=O)N(c4ccc(C)cc4)C(=O)[C@@]3(Cc3ccc(Cl)cc3)[C@H]2C1=O
·	109	12	10	26	-8	4	·	108	O=C1CCCc2nc3nc4ccccc4n3cc21
-8	101	-12	13	4	6	1	·	101	CC(=O)NC(=S)NNC(=O)COc1ccc(Br)cc1
0	96	·	·	·	·	1	-1	97	COCCN1C=C2C(=O)C(C)(OC(=O)CCC(=O)OC)C(=O)C(Br)=C2C=C1c1ccc(OC)cc1 (stereo not given)
2	100	24	-1	13	-4	2	1	100	Cc1ccc(N=Cc2nc(-c3ccco3)oc2O)cc1
8	91	14	-6	23	-2	-5	-4	94	O=c1[nH]c(=S)n(C2CCCCC2)c(O)c1C=NCCN1CCOCC1
0	103	9	0	0	7	4	2	102	Cc1ccc(C(=O)O)cc1NC(=O)Nc1cccc2ccccc12
4	102	-1	-4	6	0	0	-4	103	O=C(c1ccc(Cl)c([N+](=O)[O-])c1)N(Cc1ccco1)C1CCS(=O)(=O)C1 (stereo not given)
3	117	8	0	3	-1	12	-3	111	O=C1CN(C(=O)c2ccccc2Cl)c2ccccc2N1
-2	132	12	-11	10	-6	17	1	94	CCCCCC[N+](C)(C)CC/C=C1/c2ccccc2Sc2ccc(Cl)cc21
-1	108	-16	2	-6	-3	1	-2	102	NC(=O)CC(NC(=O)c1ccccc1)c1ccc(NCCN2CCCCC2)c([N+](=O)[O-])c1 (stereo not given)
2	·	1	-4	-4	-7	·	-5	·	CCN1CCN(C(=O)CSCc2nc(-c3ccc(OC)c(OC)c3)oc2C)CC1
6	98	14	-4	14	-15	-1	1	100	COc1ccccc1N(CN1CCCC1=O)C(=O)c1c(F)cccc1Cl
2	100	·	-1	5	-2	3	1	100	COc1cccc(C2CC(c3ccc(C)cc3)n3nc(N)nc3N2)c1 (stereo not given)
2	111	0	-1	10	-4	5	2	104	CCc1ccc(Nc2nc(C)cc(C)n2)cc1
-4	94	0	-8	19	-7	-5	1	94	COc1ccc(NC(=O)C2CCCN(c3c4c(nc5ncnn35)CCC4)C2)cc1OC (stereo not given)
7	94	13	1	13	7	-4	4	89	Cc1nn(-c2ccccc2)c(Cl)c1/C=N/NC(=O)c1ccccc1NS(=O)(=O)c1cccs1
0	102	0	0	12	-9	8	3	105	O=C(Nc1ccc(F)cc1)c1cccnc1Oc1ccccc1
6	100	-18	-6	8	-10	-1	1	93	COc1ccc(NC(=S)Nc2ccccc2)c(OC)c1
-3	97	25	2	19	-4	-2	-8	100	O=c1cc(O)c2c(=O)n(-c3ccccc3)c3c(c2o1)CCCCC3
6	101	-8	-1	-4	0	3	0	102	OC1CCN(Cc2nc(Cc3ccccc3Cl)no2)CC1
·	90	-2	-17	21	-12	-18	-5	93	Cc1nn(CC(=O)NN)c(C)c1Br
-2	104	42	12	-9	0	11	2	105	CCOc1ccc(C(=O)Nc2ccc(N3CCCC3)cc2)cc1
-4	110	-7	-4	19	8	16	9	105	C=CCn1c(O)c(C2=c3ccccc3=NC2=O)c2ccccc21
3	95	8	-4	4	10	-7	6	94	O=C(CN1CCN(c2ccccc2)CC1)N1CCc2ccccc21
9	105	32	3	-14	-10	8	3	105	CCCCOc1ccc(-c2nnn(CC(=O)NCCc3c[nH]c4ccccc34)n2)cc1
·	102	-8	5	27	1	2	0	100	Cn1c(=N)n(CC(=O)c2ccccc2)c2ccccc21
